PAFAH1B2 inh: blocks human PAF acetylhydrolase 1b catalytic subunit 2; P68402; recombinant PAFAH1B2, FP-rhodamine activity probe, fluorescence polarization; inhibition, % at 3.39 µM; 1.2% of 340,000 active; AID 492953;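 active = inhibition above the mean of all tested compounds plus 3 SD, cut at about 24% in these data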;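 also: 0% = enzyme with DMSO and 100% = wells lacking PAFAH1B2; many of its hits are not listed in these tables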
GLD-1 RNA inh: GLD-1-TGE RNA interaction inhibition (C. elegans); purified GLD-1 + fluorescein TGE RNA, fluorescence polarization; inhibition, % at 5.96 µM; 0.44% of 320,000 active; AID 2280; Q17339;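 active = percent inhibition above a per-plate cutoff, the plate mean of test compounds plus 3 SD, cut at about 30% in these data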;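 also: 0% = DMSO wells with GLD-1 and probe and 100% = wells lacking GLD-1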
Target sequence (Q17339 whole entry, looked up): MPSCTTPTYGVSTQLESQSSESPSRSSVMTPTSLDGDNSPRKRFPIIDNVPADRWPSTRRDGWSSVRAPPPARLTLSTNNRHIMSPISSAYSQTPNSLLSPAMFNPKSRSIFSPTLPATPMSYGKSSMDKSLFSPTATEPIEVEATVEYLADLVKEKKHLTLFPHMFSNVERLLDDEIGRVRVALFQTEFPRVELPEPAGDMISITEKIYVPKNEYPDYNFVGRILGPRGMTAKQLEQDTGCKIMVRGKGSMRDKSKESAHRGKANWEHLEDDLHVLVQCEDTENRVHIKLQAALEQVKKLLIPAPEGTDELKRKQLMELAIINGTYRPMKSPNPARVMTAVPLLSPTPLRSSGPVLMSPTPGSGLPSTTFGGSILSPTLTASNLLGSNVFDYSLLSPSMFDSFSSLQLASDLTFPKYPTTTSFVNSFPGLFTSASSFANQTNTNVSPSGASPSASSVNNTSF
MCL1 BIM primary: disrupts human MCL1 binding to BIM-BH3 peptide; Q07820; GST-MCL1 / FITC-Bim-BH3 fluorescence polarization; inhibition, % at 10.9 µM; 0.68% of 320,000 active; AID 2057;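 active = inhibition above the mean inhibition of all tested compounds plus 3 SD, set per campaign, cut at about 40% in these data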;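 also: 0% = DMSO wells and 100% = unlabeled Bim-BH3 peptide control; higher means more loss of mP so more displacement of Bim peptide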
PME-1 inh: blocks human protein phosphatase methylesterase 1 | inhibition, % at 5.9 µM | recombinant PME-1, FP-Rh probe fluorescence polarization | Q9Y570 | 0.53% of 320,000 active;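 active = inhibition above the campaign mean of all compounds plus 3 SD, cut at about 26% in these data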;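 also: competitive labeling of PME-1 active site by serine hydrolase directed probe; 0% = PME-1 with DMSO and 100% = wells lacking PME-1 enzyme; inhibitors block probe labeling so polarization falls and inhibition rises; many of its hits are not listed in these tables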
MEX-5 binding: C. elegans MEX-5 TCR-2 RNA binding activity; Q9XUB2; MEX-5/FITC-TCR2 RNA binding, fluorescence polarization; active compounds read low; activity score (negative = inhibition of binding), % at 10 µM; 0.38% of 300,000 active; AID 1832;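 active = inhibition past about -25% in most replicates, and total fluorescence under double the plate's negative control median, limit read from the data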;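 also: 0% = DMSO and -100% = 5 µM competing unlabeled TCR2 RNA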
pPAFAH FP inh: inhibitors of human plasma PAF acetylhydrolase (pPAFAH). Q13093. recombinant pPAFAH, FP-rhodamine probe fluorescence polarization. inhibition, % at 3.39 µM. 1.5% of 330,000 active;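 active = inhibition above the mean inhibition across the screen plus 3 SD, cut at about 25% in these data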;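 also: inhibitors block binding of the rhodamine activity-based probe so polarization drops; 0% = enzyme with DMSO and 100% = wells lacking pPAFAH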
Target sequence (Q13093 whole entry, looked up): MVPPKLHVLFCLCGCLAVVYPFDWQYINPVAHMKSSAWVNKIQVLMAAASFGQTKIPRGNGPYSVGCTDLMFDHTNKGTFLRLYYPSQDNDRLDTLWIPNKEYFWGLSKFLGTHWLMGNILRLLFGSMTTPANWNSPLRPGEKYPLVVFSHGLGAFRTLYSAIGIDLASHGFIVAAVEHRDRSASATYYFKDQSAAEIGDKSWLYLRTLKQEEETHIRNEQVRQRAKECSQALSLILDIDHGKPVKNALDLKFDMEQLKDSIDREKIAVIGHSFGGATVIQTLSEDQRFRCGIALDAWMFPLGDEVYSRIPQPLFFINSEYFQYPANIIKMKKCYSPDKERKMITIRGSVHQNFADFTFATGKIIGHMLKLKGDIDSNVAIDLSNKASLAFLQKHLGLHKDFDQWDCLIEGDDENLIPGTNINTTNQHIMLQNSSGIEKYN
Bcl-xL primary: blocks human Bcl-xL binding to Bim BH3 peptide | inhibition, % at 10.9 µM | AID 2129 | GST-Bcl-xL / FITC-Bim BH3 peptide fluorescence polarization | Q07817 | 0.7% of 320,000 active;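 active = inhibition above the mean of all tested compounds plus 3 SD, cutoff set per campaign, cut at about 30% in these data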;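 also: 0% = DMSO wells and 100% = unlabeled Bim-BH3 peptide competitor; inhibitors lower millipolarization by displacing the labeled peptide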
Fam108B counter: counter-screen for RBBP9 inhibitors: inhibitors of mouse Fam108B; recombinant Fam108B, FP-Rh probe fluorescence polarization; inhibition, % at 9.51 µM; 0.33% of 300,000 active;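 active = inhibition above the screen mean inhibition plus 3 SD, computed separately per campaign, cut at about 18% in these data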;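 also: inhibitors lower polarization as less probe binds the enzyme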
AHR act: activators of human aryl hydrocarbon receptor. AHR-responsive luciferase reporter cells, luminescence. activation, % at 5 µM. 2.5% of 320,000 active; in the data active = activation above about 47%;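 also: 0% = vehicle wells and 100% = reference agonist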
The depositor's hits bear a star; . = no result given. Some of the compounds tested, so the mix of outcomes need not match the whole.

SMILES	PAFAH1B2 inh	GLD-1 RNA inh	MCL1 BIM primary	PME-1 inh	MEX-5 binding	pPAFAH FP inh	Bcl-xL primary	Fam108B counter	AHR act
CCOc1cc2[nH]c(=S)n(CCOC)c(=O)c2cc1OCC	-2	0	0	-3	-1.0	7	2	0	31
COc1cccc(C(=O)Nc2nc3ccccc3[nH]2)c1	4	4	12	5	2.1	1	4	1	23
CCC(C)c1ccc(NC(=S)N2CCN(c3ccccn3)CC2)cc1 (stereo unspecified)	0	-1	4	3	-3.1	1	8	1	3
CC(=O)c1c(O)ccc2c(-c3ccccc3)cc(=O)oc12	6	0	-1	4	-3.1	1	2	-3	3
COC(=O)Cn1c(=NC(=O)c2sc3ccccc3c2Cl)sc2cc(S(N)(=O)=O)ccc21	-11	4	-38	-63	-3.0	-7	-12	-32	0
Cc1ccc(NC(=O)CCC(=O)NNC(=O)c2ccccc2[N+](=O)[O-])c(C)c1	7	1	4	1	3.0	6	5	-4	0
O=C(O)/C=C/C(=O)NCCC1=CCCCC1	4	1	-5	-2	-0.5	3	4	1	-1
COC(CNC(=O)c1ccc2c(c1)nc(C)n2-c1cccc(F)c1)OC	4	-2	1	3	1.9	-3	3	1	-3
CCc1nn(CC(=O)NCCCN(C)C2CCCCC2)c(=O)c2cc3occc3n12	-5	-7	9	-5	-0.3	-2	2	6	2
O=C(CNC(=O)c1ccco1)N/N=C/c1cccs1	4	7	3	2	0.1	2	-1	-1	-3
O=C(Nc1ccc(Br)cc1)c1cccc(OC(=S)N2CCOCC2)c1	-6	3	4	-3	-1.7	-1	4	-3	1
Cc1cc(C(=O)NNC(=O)c2nn(C)c(=O)c3ccccc23)c(C)o1	6	3	0	1	-5.3	-3	7	-3	5
O=C(COC(=O)/C=C/c1cccc(Cl)c1)Nc1ccccc1-c1ccccc1	.	47*	5	-11	1.5	1	-1	-2	7
CCC(CC)C(=O)Nc1c2c(nn1-c1ccc(F)cc1)CS(=O)(=O)C2	1	-3	-4	-13	-1.0	12	-2	2	-1
COC(=O)c1cc(COC(=O)COc2ccc(C)c(C)c2)oc1C	5	-7	4	-2	1.6	8	2	4	0
O=C(CS(=O)(=O)c1ccccc1)NCc1ccccc1	0	-1	-3	-2	0.8	-2	2	-3	-1
CC(=O)Nc1cc2nc(C)n(Cc3ccc([N+](=O)[O-])cc3)c2nc1C	4	5	-4	2	0.5	0	3	2	-1
CCCn1cc(CN2CCCC(C(=O)c3ccc4c(c3)OCO4)C2)c(C)n1 (stereo unspecified)	-1	7	6	1	-1.1	4	5	-2	2
COc1ccccc1NC(NC(=O)c1cccnc1)C(Cl)(Cl)Cl (stereo unspecified)	4	-2	6	18	1.1	0	3	4	4
CCN(CC(=O)Nc1c(F)cccc1F)C(=O)CC1CCCCC1	3	2	6	0	.	0	3	.	3
COc1ccc(C(=O)N(C)Cc2ccc(C)o2)cc1OC1CCN(C(C)=O)CC1	-4	3	2	-2	-3.2	-5	4	-3	4
Cc1cc(NC(=O)CSc2nc(-c3ccccc3)cs2)no1	4	-7	4	4	5.8	-2	2	1	-2
O=c1[nH]c(/C=C/c2cccnc2)c([N+](=O)[O-])c(=O)[nH]1	0	1	9	3	-0.5	-1	7	1	-2
COc1cc(NC(=O)C2CCC(CNS(=O)(=O)c3csc(C(N)=O)c3)CC2)cc(OC)c1 (stereo unspecified)	5	2	0	-2	1.3	1	4	-2	0
CCSc1nc(=S)n(Cc2ccccc2)c(C)c1C(C)=O	2	7	5	-1	0.7	4	2	0	-1
CSC[C@H](NC(=O)Cc1c(C)c2cc3c(C)c(C)oc3cc2oc1=O)C(=O)N[C@@H](Cc1ccccc1)C(=O)O	0	4	2	2	-3.1	1	1	-2	0
Cc1cccc(C)c1OC(=O)CN(c1ccc(Cl)cc1)S(C)(=O)=O	22	0	1	-2	.	1	3	3	-2
CN(C)c1c2ccccc2nc2c(F)c(F)c(F)c(F)c12	6	-3	5	-12	1.6	-5	12	-5	7
COc1ccc(OC(C)C(=O)NCCc2nc3ccccc3[nH]2)cc1 (stereo unspecified)	1	0	3	0	0.4	2	-1	2	6
C1CN(c2nc3nonc3nc2N2CCOCC2)CCO1	.	10	6	7	0.2	3	4	5	1
CC(C)c1cc(C(=O)OCC(=O)NC(=O)NCc2ccco2)c(O)c(C(C)C)c1	4	9	-1	-11	0.8	-4	1	-13	1
Cc1ccc(N=N/C(=C\O)C(=O)c2ccc(Cl)cc2)cc1	4	-5	5	-6	2.0	-2	8	-4	6
CCCc1nnc(NC(=O)CC(C)c2ccccc2)s1 (stereo unspecified)	16	4	0	-5	0.3	7	1	-6	7
CC1CCc2cc(F)ccc2N1C(=O)c1ccncc1 (stereo unspecified)	-2	2	3	-3	-0.8	2	2	-1	-2
COc1cc(NC(=O)COC(=O)CSc2ccccc2F)c(C)cc1[N+](=O)[O-]	6	-1	3	1	-0.1	16	5	2	18
Cc1ccc(NC(=O)C(=O)NCC2CCCN2S(=O)(=O)c2cccs2)cc1C (stereo unspecified)	2	0	-7	-4	1.4	7	0	0	7
COc1ccc(CNC(=O)CCC(=O)c2ccc(C)cc2)cc1OC	4	0	0	2	-3.2	6	1	5	1
COc1ccccc1C1/C(=C(/O)c2ccccc2)C(=O)C(=O)N1CC(C)C (stereo unspecified)	-2	1	2	-2	-3.4	2	6	-5	0
O=C(c1ccc([N+](=O)[O-])o1)N1CCN(c2nc3ccc(F)cc3s2)CC1	2	5	3	0	0.8	3	3	5	1
Cc1ccc(S(=O)(=O)NCC(=O)OCC(=O)NC2CCCCC2)cc1	6	0	.	.	.	15	.	.	0
COC(=O)CCC(=O)OC1(C)C(=O)C=C2C=C(C3CC3)N(CCCCO)C=C2C1=O (stereo unspecified)	8	16	19	2	0.8	11	22	-1	2
COc1ccc(OC)c(-c2csc(NC(=O)C3=COCCO3)n2)c1	3	4	-4	6	-1.1	6	0	-4	50*
CCn1c(SCC(=O)NC2CCCC2)nnc1C(C)NC(=O)c1ccccc1Br (stereo unspecified)	2	0	5	-8	-0.6	-4	2	-6	1
Cc1ccc(S(=O)(=O)N2CCN(C(=O)CC(C)n3nc(C)c(Cl)c3C)CC2)cc1 (stereo unspecified)	10	-5	1	6	-3.6	4	1	0	-3
COc1ccc(C(=O)CN2CCN(c3ncccn3)CC2)cc1	0	1	2	-3	-3.0	0	7	5	0
C=CC[C@@H](CC(=O)N(CCO)Cc1ccccc1)C(=O)N[C@H](COC(=O)[C@@H](CC=C)Cc1ccc(F)cc1)Cc1ccccc1	-4	5	.	.	.	6	.	.	0
COc1ccccc1/C=N/n1c(C)nnc1-n1nc(C)cc1C	3	-1	5	5	-0.8	-1	1	2	2
Cc1ccc(N(C(=O)c2csnn2)C(C(=O)NC(C)(C)C)c2ccccn2)cc1 (stereo unspecified)	2	-5	-2	-3	-0.2	-10	-5	-2	6

Complete entries from above. Screens in order: PAFAH1B2 inh, GLD-1 RNA inh, MCL1 BIM primary, PME-1 inh, MEX-5 binding, pPAFAH FP inh, Bcl-xL primary, Fam108B counter, AHR act
COc1ccc(CNC(=O)CCC(=O)c2ccc(C)cc2)cc1OC in the list: 4, 0, 0, 2, -3.2, 6, 1, 5, 1
COc1ccccc1/C=N/n1c(C)nnc1-n1nc(C)cc1C in the list: 3, -1, 5, 5, -0.8, -1, 1, 2, 2

Next entries:
SMILES	PAFAH1B2 inh	GLD-1 RNA inh	MCL1 BIM primary	PME-1 inh	MEX-5 binding	pPAFAH FP inh	Bcl-xL primary	Fam108B counter	AHR act
COc1ccc(Cl)cc1NC(=S)N1CCN(S(C)(=O)=O)CC1	7	-9	2	-12	1.3	3	3	6	4
O=C1c2ccccc2C(=O)c2cc(S(=O)(=O)Nc3ccccc3)ccc21	6	2	11	24	-3.0	37*	6	5	7
Cc1ccc(NS(=O)(=O)c2ccc(NC(=O)c3cccs3)cc2)c(C)c1	-3	2	-3	-24	-4.0	20	3	-12	8
Cn1c(=O)c2c(nc(NCCNC(=O)c3ccco3)n2Cc2ccc(F)cc2)n(C)c1=O	2	1	-1	-10	-0.2	0	0	-2	3
CCOC(=O)c1sc(-c2ccc(Br)cc2)cc1N	4	2	9	9	-0.6	17	4	8	-9
O=C(COC(=O)c1ccc(NS(=O)(=O)c2cccs2)cc1O)Nc1ccc(F)cc1	2	2	-1	1	-1.1	13	1	-1	0
COc1cccc(OCc2nc(-c3cccc([N+](=O)[O-])c3)no2)c1	.	1	1	5	-0.4	8	5	5	2
Cc1ccc(C2=NN=C(NC(=O)CSc3nncn3C)SC2)cc1	4	-1	8	0	-3.4	7	7	3	18
O=C(O)c1ccccc1OCCOCCOc1ccccc1C(=O)O	1	2	-2	4	.	-1	0	-3	1
COc1ccccc1C(=O)C1CCCN(C(=O)CSc2ccccn2)C1 (stereo unspecified)	1	-7	3	5	-1.7	-3	8	-6	4
CN(C)CCCN1C(=O)C(O)=C(C(=O)c2cccs2)C1c1cccc([N+](=O)[O-])c1 (stereo unspecified)	.	4	7	2	1.0	-1	5	-2	0
COc1cccc(/C=C2\SC(=S)NC2=O)c1OS(=O)(=O)c1ccc(NC(C)=O)cc1	10	-10	1	-3	1.5	-4	9	1	-1
CCOc1ccc(NC(=O)CN(C)C(=O)c2cn(-c3ccc(F)cc3)nc2-c2cccc(OC)c2)cc1OCC	-1	4	-7	0	0.8	4	4	0	4
CC1=C(C(=O)OCc2ccccc2)C(c2ccccc2OS(=O)(=O)c2ccc(C)cc2)NC(=O)N1CCCC(=O)O (stereo unspecified)	.	7	0	12	-4.3	6	8	3	0
Cc1nc(Nc2ccc3c(c2)OCCO3)c2nnn(Cc3ccccc3Cl)c2n1	4	-3	-3	-5	2.2	10	1	-1	3
Cc1ccc(OCC(=O)NCc2ccco2)cc1C	-1	3	10	-4	0.6	2	8	3	11
Cn1cccc1C(=O)NNC(=O)COc1ccccc1Cl	-3	5	2	3	.	1	-1	.	-2
COc1ccc(-c2nc3c(c4nnc(SC(C)C(=O)Nc5ccccc5)n24)COC(C)(C)C3)cc1 (stereo unspecified)	-3	7	6	-4	2.0	-1	4	0	-3
CN1CCN(c2nc(-c3cccs3)cs2)CC1	2	2	2	1	2.0	8	1	3	1
CCN(CC(=O)Nc1c(F)cccc1F)C(=O)c1cc(S(=O)(=O)NCc2ccccc2)ccc1C	8	-3	8	-6	0.1	-1	10	-1	4
O=c1cc(CN2CCN(c3ccccc3)CC2)c2cc(O)c(-c3ccccc3)cc2o1	-1	8	11	-3	1.8	3	7	-1	21
C[C@@H]1NC(=O)c2cc([N+](=O)[O-])cc(I)c2OCC[C@@H](C(=O)NC(CC(=O)O)C(N)=O)NC(=O)[C@H](CCC(=O)O)NC1=O (stereo partly specified)	.	3	-1	6	.	10	-1	-2	-1
CCn1c(=O)c(C(=O)Nc2ccccc2C)c(O)c2ccccc21	3	4	1	-2	1.5	0	8	1	13
COc1ccc(C2CC(=O)N(c3ccccc3)C3=C2C(=O)CCC3)cc1 (stereo unspecified)	.	1	10	-1	-2.9	3	4	-3	0
Cn1c(=O)c2c(nc(Br)n2CCSc2ncccn2)n(C)c1=O	-4	-5	-1	-3	-1.4	2	2	-2	0
CC12CC(NC(=O)N1Cc1ccccc1)c1ccccc1O2 (stereo unspecified)	4	3	0	1	0.9	3	-2	-1	-3
c1ccc2c(c1)nc(N1CCOCC1)c1c3ccccc3[nH]c21	3	2	4	8	-0.4	14	3	-1	95*

Individual results from the results shown:
Entry of `COc1ccc(C2CC(=O)N(c3ccccc3)C3=C2C(=O)CCC3)cc1` (stereo unspecified) under Fam108B counter: -3
Entry of `Cc1nc(Nc2ccc3c(c2)OCCO3)c2nnn(Cc3ccccc3Cl)c2n1` under GLD-1 RNA inh: -3

Screens (PubChem BioAssay)
